cardiac RTF act – cardiac RTF calcium sensitization; IANBD-labeled TnC RTF fluorescence at EC20 calcium; 0% EC20 calcium, 100% full calcium; 340,000 tested, 0.24% active; activation, % at 7.2 µM; P19429+P45379;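 active means activation above the mean over all tested compounds plus 3 SD, cut at about 30% in these data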;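 further: rise in fluorescence read as greater calcium sensitivity of cardiac thin filaments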
Wnt act – activators of Wnt/beta-catenin signaling. Wnt/beta-catenin reporter cell assay, activator, plate reader. activation, % at 9.35 µM. 300,000 tested, 1.2% active; in the data active means activation above about 30%, passing the limit was not always enough; inconclusive means no clear call, values can overlap the other calls;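 further: 0% = neutral control wells and 100% = positive control wells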
HTR5A ag – activates human HTR5A in OPRM1-OPRD1 agonist counter-screen | HTR5A agonist assay, luminescence, cell-based | activation, % at 9.3 µM | 340,000 tested, 0.61% active | AID 504692; in the data active means activation mostly above about 9.5%, no sharp cut-off; inactive means mostly below about 7.6%;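 further: 0% = cells with vehicle only and 100% = reference agonist; strong numbers were not always called active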
Target sequence (P47898 whole entry, looked up): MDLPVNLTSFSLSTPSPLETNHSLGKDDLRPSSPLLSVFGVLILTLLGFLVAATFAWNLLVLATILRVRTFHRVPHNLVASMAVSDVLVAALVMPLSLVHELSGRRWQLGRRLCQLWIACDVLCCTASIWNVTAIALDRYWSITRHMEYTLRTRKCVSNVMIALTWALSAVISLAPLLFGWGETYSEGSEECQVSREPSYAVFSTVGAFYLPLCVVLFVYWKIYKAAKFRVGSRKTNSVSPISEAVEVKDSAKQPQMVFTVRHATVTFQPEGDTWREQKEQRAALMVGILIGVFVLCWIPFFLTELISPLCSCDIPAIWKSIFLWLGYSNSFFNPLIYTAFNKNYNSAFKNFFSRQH
CDK5 inh – blocks human CDK5/p35 kinase activity. Q00535+Q15078. Recombinant CDK5/p35, ADP-Glo luminescence, 60 min. inhibition, % at 10 µM. 330,000 tested, 0.01% active. AID 488839;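 active means highest replicate inhibition of at least 50% and at least 75% of replicates reaching 50%; inconclusive means only one of the two criteria met; inactive means both criteria failed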;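 further: plate controls were DMSO neutral control for no effect and GW8510 at 10 µM for full effect; many of its hits are not listed in these tables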
Rtt109 HAT inh – inhibitors of Candida albicans Rtt109/Vps75 histone acetyltransferase | Q5AAJ8 | purified Rtt109/Vps75, ThioGlo CoA-SH fluorescence, 4 h | inhibition, % at 34.9 µM | 330,000 tested, 0.16% active | AID 540336;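 active means inhibition of at least 50% in every replicate; inconclusive means best replicate reaches 50% inhibition but some replicates fall short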
Target sequence (Q5AAJ8 whole entry, looked up): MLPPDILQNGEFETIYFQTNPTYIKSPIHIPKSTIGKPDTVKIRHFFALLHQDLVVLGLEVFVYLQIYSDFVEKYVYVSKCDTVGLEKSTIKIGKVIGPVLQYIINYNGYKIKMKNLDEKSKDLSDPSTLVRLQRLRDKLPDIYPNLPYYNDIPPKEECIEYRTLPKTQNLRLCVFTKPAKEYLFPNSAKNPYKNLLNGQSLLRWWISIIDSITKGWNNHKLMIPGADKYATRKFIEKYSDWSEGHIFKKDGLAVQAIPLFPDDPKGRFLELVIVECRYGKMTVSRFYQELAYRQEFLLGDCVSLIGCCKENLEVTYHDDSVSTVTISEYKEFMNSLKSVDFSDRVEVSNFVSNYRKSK
SR-BI DiI-HDL act – enhances SR-BI lipid uptake from DiI-HDL; CHO ldlA[mSR-BI] cells, DiI-HDL uptake fluorescence, 3 h; 100 = double the neutral-control signal; 320,000 tested, 0.096% active; activation, % at 12.5 µM; AID 504775;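 active means mean replicate activation of at least 60% and every replicate at or above 60%; inconclusive means mean or all-replicate condition met, but not both; inactive means mean below 60% and not all replicates reaching 60%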;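 further: 0% = median plate neutral-control signal and 100% = twice that signal; values of inactives mirror those of a sister screen read the other way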
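system = CHO ldlA[mSR-BI] cells, LDL receptor-null, SR-BI overexpressing | medium = Ham's F12 with 0.5% BSA, HEPES 25 mM, pH 7.4 | probe or stimulus = DiI-HDL 10 µg/mL | compound dosing = single-point compound dose | incubation = compound exposure 3 h, 37 °C | technique = DiI fluorescence, bottom read | read-out = cell-associated DiI fluorescence as measure of HDL uptake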
SR-BI DiI inh – mouse SR-BI HDL lipid transfer inhibition; ldlA[mSR-BI] CHO cells, DiI-HDL uptake fluorescence, 3 h; inhibition, % at 12.5 µM; 320,000 tested, 0.96% active; AID 488896;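 active means mean replicate inhibition of at least 70% and a set share of replicates each scoring 70 or more; inconclusive means meets just one of the two criteria; inactive means fails both criteria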;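 further: 0% = median of neutral control wells and 100% = median of positive control wells; values of inactives mirror those of a sister screen read the other way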
MITF act – increases MITF-driven TRPM1 promoter luciferase signal | SK-MEL-5 TRPM1-promoter luciferase, 24 h; % of positive control, neutral wells = 0 | activation, % at 12.5 µM | 300,000 tested, 0.75% active | AID 588334;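 active means mean activation of at least 80% with every replicate also reaching 80%; inconclusive means mean reaches 80% but some replicate falls short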;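 further: 0% = neutral control wells and 100% = parthenolide positive control wells; values of inactives mirror those of a sister screen read the other way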
dFosB activator – enhances mouse delta FosB homodimer DNA binding | activation, % at 25 µM | purified delta FosB, TAMRA-CDK5 oligo fluorescence polarization; percent of positive-control signal above neutral wells | 340,000 tested, 0.99% active | P13346;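 active means mean activation above about 17%, with every replicate also reaching it, limit read from the data, passing the limit was not always enough; inconclusive means only one of the two conditions met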;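 further: fluorescence polarization rise as delta FosB binds a TAMRA Cdk5 AP-1 oligo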
Target sequence (P13346 whole entry, looked up): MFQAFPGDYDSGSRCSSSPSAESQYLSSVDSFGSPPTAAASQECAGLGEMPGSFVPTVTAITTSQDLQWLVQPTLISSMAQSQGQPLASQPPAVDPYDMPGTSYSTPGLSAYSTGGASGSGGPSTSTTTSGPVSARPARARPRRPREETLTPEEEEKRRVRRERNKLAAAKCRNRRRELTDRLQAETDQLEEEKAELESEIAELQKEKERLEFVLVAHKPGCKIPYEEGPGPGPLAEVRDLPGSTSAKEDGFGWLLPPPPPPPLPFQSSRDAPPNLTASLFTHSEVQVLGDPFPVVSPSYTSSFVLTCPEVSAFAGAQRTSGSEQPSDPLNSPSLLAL
PvdQ inh – blocks Pseudomonas aeruginosa PvdQ acylase activity. purified PvdQ acylase, fluorescence plate reader. inhibition, % at 10 µM. 340,000 tested, 0.063% active. AID 488965; in the data active means inhibition above about 30%, passing the limit was not always enough; inconclusive means no clear call, values can overlap the other calls;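 further: 0% = vehicle neutral wells and 100% = reference inhibitor wells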
* = called active by the depositor; u = inconclusive; x = no result given.

SMILES	cardiac RTF act	Wnt act	HTR5A ag	CDK5 inh	Rtt109 HAT inh	SR-BI DiI-HDL act	SR-BI DiI inh	MITF act	dFosB activator	PvdQ inh
Cc1cc(C)cc(-n2nnc(C(=O)NCc3ccccc3Cl)c2N)c1	11	-3	-1	-1.6	10	-13	13	x	0	-9
O=C(CSc1nnnn1C1CCCCC1)Nc1ccccc1N1CCOCC1	0	-1	0	0.6	0	-22	22	10	0	-8
CC(=O)c1ccc(N2CCN(C(=S)Nc3ccc(Oc4ccccc4)cc3)CC2)cc1	1	-1	3	-0.1	9	-33	33	-24	-3	-1
COc1ccc(O)c(C(=O)CC(=O)c2ccc(F)cc2)c1	4	x	6	0.7	1	-14	14	-19	-14	4
COC(=O)[C@H](CCSC)NC(=O)Nc1ccc(OC)cc1	-6	x	-1	-1.7	11	36	-36	2	3	-16
O=C(NCCN1C(=O)S/C(=C\c2ccc(Cl)cc2)C1=O)c1ccc(F)c(S(=O)(=O)N2CCOCC2)c1	4	18	1	-0.3	-1	-34	34	23	-6	-8
O=C(O)c1ccccc1NS(=O)(=O)c1ccccc1C(F)(F)F	-6	0	-1	0.0	2	7	-7	4	6	1
Cc1nnc(NC(=O)Cc2ccc(OCc3c(C)noc3C)cc2)s1	-1	x	1	1.9	2	-5	5	5	-10	7
O=C(O)c1ccccc1N/N=C/C1=C(N2CCOCC2)C(=C\c2ccccc2)/CC1	4	12	-6	-0.3	26	-24	24	2	-13	10
O=C(Nc1ccc(F)c([N+](=O)[O-])c1)C(=O)c1c(O)[nH]c2ccccc12	0	-2	2	0.5	5	-2	2	-4	-3	1
Cc1cc(C)cc(N(CC(=O)NC2CCCC2)C(=O)CNC(=O)c2ccco2)c1	6	1	-2	4.9	x	4	-4	-19	-3	2
CCCC(NC(=O)C(C)N1CCN(S(=O)(=O)c2ccccc2)CC1)c1ccccc1 (stereo not drawn)	-1	-2	-6	1.0	10	26	-26	-1	-10	-14
CC1(C)CC(=O)c2c(O)cc(OCC(=O)N3CCN(c4ccccc4)CC3)cc2O1	3	-2	1	0.5	4	-56	56	x	-15	-1
COC(=O)c1cc(NC(=O)CC2NC3CCCCC3NC2=O)cc(C(=O)OC)c1 (stereo not drawn)	0	-4	-1	0.7	9	10	-10	6	-8	-13
CCOC(=O)N1CCN(C(=O)c2ccccc2NC(=O)c2ccc(C(C)(C)C)cc2)CC1	-1	-3	-2	0.2	x	-12	12	2	1	-1
CC(=O)Nc1cccc(C(=O)OCC(=O)N(c2ccccc2)C2CCS(=O)(=O)C2)c1 (stereo not drawn)	4	0	2	-0.5	15	12	-12	-6	-6	1
O=C(COc1ccc(S(=O)(=O)N2CCCCC2)cc1)NCC1CCCO1 (stereo not drawn)	-1	-2	1	0.5	11	36	-36	7	-5	-11
Cc1onc(-c2c(Cl)cccc2Cl)c1C(=O)N1CCCCC1	-6	-2	-7	-1.1	-3	x	x	6	-1	-4
Cc1ccc(NC(=O)c2ncn(CCCN(C)CCc3ccccn3)n2)cc1C	1	-1	3	-0.2	-1	0	0	-1	-6	-6
COc1ccc(NS(=O)(=O)c2cccc3cccnc23)cc1OC	-6	1	0	1.3	-14	43	-43	-7	0	-15
CCOc1ccc(NC(=O)CSc2nc3ccccc3nc2N2CCCC2)cc1	6	0	5	1.4	-16	-1	1	-7	-18	-6
C=C(C)CNC(=S)/N=c1\scc(C)n1CC	7	25	-3	-2.1	-9	5	-5	x	-2	-12
Cc1nc2nc(-c3ccco3)[nH]n2c(=O)c1Cc1ccccc1	-3	-2	-1	-4.8	5	-1	1	x	0	9
CC(=O)OCCN(CCCn1c(-c2ccncc2)nc2ccccc21)c1nc(-c2ccc(C)cc2)cs1	3	-5	2	-0.4	-5	-5	5	-5	-6	-14
COc1ccc(OCC(=O)C2CC2)c(C#N)c1	10	-5	9	-1.0	17	22	-22	15	0	6
CCC(C)S(=O)(=O)c1snnc1C (stereo not drawn)	4	x	-3	1.6	8	27	-27	-12	1	-6
Cc1c(Cl)cccc1-n1ccnc1SCC(=O)O	-5	-1	1	1.3	-1	10	-10	-6	1	0
Cc1cc(C)cc(Oc2nc3ccccn3c(=O)c2/C=C(\C#N)C(=O)NC2CCS(=O)(=O)C2)c1 (stereo not drawn)	x	2	x	1.9	8	-7	7	x	-8	-6
O=c1c2ccccc2nc(-c2ccc(Br)cc2)n1Cc1ccccc1	2	1	0	-2.3	-1	0	0	1	-9	-5
CCCCC(=O)NC(=S)Nc1cc(C(=O)O)ccc1OC	-1	-2	-3	0.3	-6	21	-21	1	-1	-8
Cc1ccc(-c2ccnc(-c3ccc(O)cc3)n2)cc1	0	28	1	0.1	x	-16	16	22	-13	-14
CSc1ncc(C(C)=O)c(C)n1	5	0	1	-0.4	4	4	-4	-14	3	-10
O=C(CSc1nc2ccccc2o1)Nc1nncs1	-3	x	-1	-0.8	3	26	-26	19	-3	4
CC(C)CCn1c(CN2CC(C)OC(C)C2)nc2c1c(=O)n(C)c(=O)n2C (stereo not drawn)	2	-4	7	1.1	0	19	-19	x	-4	-18
Cn1c(CNC(=O)c2ccco2)nnc1SCC(=O)Nc1cccc(Br)c1	-1	x	3	0.5	-6	-8	8	x	3	-1
COc1ccc(C(c2c(NC(=O)c3ccco3)sc(C)c2C)N2CCOCC2)cc1OC (stereo not drawn)	-2	-3	1	-2.0	10	5	-5	-1	-25	-8
Cc1nc(-c2ccc(S(=O)(=O)N3CCOCC3)cc2)cs1	-1	1	-1	-1.4	6	5	-5	3	-7	-12
C=CCNC(=O)CSc1nc2ccccc2c(=O)n1CCc1ccc(OC)c(OC)c1	1	0	3	-0.5	6	-48	48	8	-5	-10
CCOC(=O)C(=O)NCC(c1cccs1)S(=O)(=O)c1ccc(Cl)cc1 (stereo not drawn)	-3	4	1	0.1	5	24	-24	0	-9	7
COc1cc(CNn2cnnc2)ccc1OCC(=O)NC(C)(C)C	10	x	10	-4.5	-1	14	-14	2	1	-12
O=C(c1ccccc1)c1cc(Cl)ccc1N1C(=O)C=CC1=O	-3	-4	5	14	x	-6	6	-83	-9	-4
O=C(NC1CC1)C1=C[C@H](c2csc3ccccc23)C[C@H](OCCCCO)O1	1	4	0	-0.6	0	-23	23	-13	-10	8
CC(C)CCC1=NN(C(=O)c2ccco2)C(O)(C(F)(F)F)C1 (stereo not drawn)	0	-2	0	0.1	-2	-1	1	-26	-11	-6
CC(C)(C)c1ccc(S(=O)(=O)N2CCN(C(=O)c3ccc4c(c3)C(=O)N(Cc3ccncc3)C4=O)CC2)cc1	-4	-1	-2	0.4	x	35	-35	-2	3	13
COc1ccc(-c2noc(-c3ccccc3-c3ccccc3)n2)cc1OC	7	x	6	-1.5	-7	-38	38	-8	-6	-10
CC(C)(C)C(=O)Cn1ncc(N2CCCC2)c(Br)c1=O	-4	-3	-2	1.2	-5	x	x	x	2	-13
CCCN(CCC)C(=O)c1ccc2c(=O)n(Cc3ccco3)c(=S)[nH]c2c1	9	-3	0	-0.1	11	-13	13	-21	-9	-3
Cc1ccc(CCNC(=O)CCNS(=O)(=O)c2ccc3c(c2)oc(=O)n3C)cc1	-2	-1	0	-0.4	-7	6	-6	1	2	-8
O=S(=O)(NCC1CCCO1)c1ccccc1F (stereo not drawn)	2	-1	3	-0.2	1	14	-14	5	4	-14
CS(=O)(=O)N(CCc1ccccc1)CC(=O)Nc1ccc(OCc2ccccc2)cc1	-3	x	7	-2.0	-3	-38	38	-13	-10	6
C=CCNC(=S)NNC(=O)c1ccc(OC(C)C)cc1	4	x	-4	-2.4	2	23	-23	x	-2	-8
NC(=O)c1c(NC(=O)c2cc3ccccc3o2)sc2c1CCC2	-2	x	4	1.2	-11	-24	24	15	3	-5
O=C(O)CC(NC(=O)C1CCCCC1)c1cc([N+](=O)[O-])ccc1Cl (stereo not drawn)	7	8	-6	-1.1	2	11	-11	-4	3	-7
CC(=O)c1ccc(N(C(=O)c2csnn2)C(C(=O)NC(C)(C)C)c2cccs2)cc1 (stereo not drawn)	6	-1	-5	-2.3	-1	5	-5	9	-5	-17
O=C(C1CCCN(S(=O)(=O)c2ccccc2)C1)N1CCCc2ccccc21 (stereo not drawn)	-4	x	-1	-0.4	-10	-14	14	-8	-17	-3
Cc1cc(NC(=O)Cn2nc(C(F)(F)F)c3c2CCC3)n(-c2ccccc2)n1	-4	x	-2	0.0	-5	-10	10	x	0	4
O=C(COC(=O)c1sc2ccccc2c1Cl)Nc1ncc(Cl)cc1Cl	11	-1	0	0.3	10	0	0	-8	-5	3
Cc1cc(Cl)ccc1OCc1n[nH]c(=S)n1C1CCCCC1	-2	2	0	4.5	u	-25	25	x	-19	-11
CCCCn1c(N)c(N(CCC(C)C)C(=O)c2cccc(N3C(=O)c4ccccc4C3=O)c2)c(=O)[nH]c1=O	7	-1	-2	-0.7	-6	-2	2	-8	22*	-8
Cc1cc(C)n(CC(O)COc2ccc(Cl)cc2Cl)n1 (stereo not drawn)	3	5	-5	0.1	2	-13	13	x	4	-9
The list continues:
SMILES	cardiac RTF act	Wnt act	HTR5A ag	CDK5 inh	Rtt109 HAT inh	SR-BI DiI-HDL act	SR-BI DiI inh	MITF act	dFosB activator	PvdQ inh
COc1ccc(C2NC(=O)CS2)cc1OC (stereo not drawn)	-2	x	-2	-0.7	-1	1	-1	8	4	-2
CC(C)=C1C2CCC1C1C(=O)N(CCc3ccccc3)C(=O)C21 (stereo not drawn)	-2	0	1	x	3	13	-13	-7	6	0
CCOC(=O)CSc1cc(CS(C)(=O)=O)nc(-c2ccccn2)n1	7	-1	-2	0.1	-6	3	-3	10	6	-5
Cc1ccc(Nc2nc(Nc3ccc(C)cc3)nc(SC3=NCCS3)n2)cc1	-7	x	-2	4.7	-8	-43	43	5	26*	-3
CN(O)/C=C1\C(=O)Nc2ccccc21	1	x	0	2.4	6	19	-19	-19	-3	-3
O=C(Nc1cccc(Br)c1)c1ccc2nc(N3C(=O)CCC3=O)sc2c1	-2	-6	-3	-0.3	-6	-26	26	x	-11	-14
C=CCNC(=O)c1ccc(-c2nc(-c3ccc(Cl)c(Cl)c3)cs2)cc1	4	x	-3	0.4	-3	-34	34	23	2	-8
CCCC1(c2ccccc2)NC(=O)N(CC(=O)Nc2cc(C)ccc2OC)C1=O (stereo not drawn)	-5	-1	4	0.1	9	-6	6	0	-15	-13
COC(=O)c1ccccc1NC(=O)c1cnn2c(C(F)F)cc(C3CC3)nc12	-7	1	4	0.6	-1	-56	56	11	-3	1
O=C(c1cc(Cl)cc(Cl)c1)N1CCC2CC1c1cc(-c3ccc4c(c3)OCO4)ccc12 (stereo not drawn)	-4	1	7	1.8	11	7	-7	-9	-4	-21

Bioassay records as filed in PubChem BioAssay.
